KDM5B inhibitor: inhibitors of human KDM5B histone demethylase; 220,000 compounds, 2.6% hits; Q9UGL1; KDM5B demethylase, FDH-coupled NADH fluorescence (FDH is formaldehyde dehydrogenase); Potency, µM (highest dose often 57.7 µM), for inactives: at the top dose activity change, negative = inhibition, actives largely listed as inhibitors; active means well fitted inhibition curve with a large enough effect; inconclusive means small, poorly fitted or top-dose-only effect; inactive means no such curve, though single readings can be large or run the other way; further: 0% is about no effect; nearly all actives have a fitted effect of over 70% in size
Target sequence (Q9UGL1 whole entry, looked up): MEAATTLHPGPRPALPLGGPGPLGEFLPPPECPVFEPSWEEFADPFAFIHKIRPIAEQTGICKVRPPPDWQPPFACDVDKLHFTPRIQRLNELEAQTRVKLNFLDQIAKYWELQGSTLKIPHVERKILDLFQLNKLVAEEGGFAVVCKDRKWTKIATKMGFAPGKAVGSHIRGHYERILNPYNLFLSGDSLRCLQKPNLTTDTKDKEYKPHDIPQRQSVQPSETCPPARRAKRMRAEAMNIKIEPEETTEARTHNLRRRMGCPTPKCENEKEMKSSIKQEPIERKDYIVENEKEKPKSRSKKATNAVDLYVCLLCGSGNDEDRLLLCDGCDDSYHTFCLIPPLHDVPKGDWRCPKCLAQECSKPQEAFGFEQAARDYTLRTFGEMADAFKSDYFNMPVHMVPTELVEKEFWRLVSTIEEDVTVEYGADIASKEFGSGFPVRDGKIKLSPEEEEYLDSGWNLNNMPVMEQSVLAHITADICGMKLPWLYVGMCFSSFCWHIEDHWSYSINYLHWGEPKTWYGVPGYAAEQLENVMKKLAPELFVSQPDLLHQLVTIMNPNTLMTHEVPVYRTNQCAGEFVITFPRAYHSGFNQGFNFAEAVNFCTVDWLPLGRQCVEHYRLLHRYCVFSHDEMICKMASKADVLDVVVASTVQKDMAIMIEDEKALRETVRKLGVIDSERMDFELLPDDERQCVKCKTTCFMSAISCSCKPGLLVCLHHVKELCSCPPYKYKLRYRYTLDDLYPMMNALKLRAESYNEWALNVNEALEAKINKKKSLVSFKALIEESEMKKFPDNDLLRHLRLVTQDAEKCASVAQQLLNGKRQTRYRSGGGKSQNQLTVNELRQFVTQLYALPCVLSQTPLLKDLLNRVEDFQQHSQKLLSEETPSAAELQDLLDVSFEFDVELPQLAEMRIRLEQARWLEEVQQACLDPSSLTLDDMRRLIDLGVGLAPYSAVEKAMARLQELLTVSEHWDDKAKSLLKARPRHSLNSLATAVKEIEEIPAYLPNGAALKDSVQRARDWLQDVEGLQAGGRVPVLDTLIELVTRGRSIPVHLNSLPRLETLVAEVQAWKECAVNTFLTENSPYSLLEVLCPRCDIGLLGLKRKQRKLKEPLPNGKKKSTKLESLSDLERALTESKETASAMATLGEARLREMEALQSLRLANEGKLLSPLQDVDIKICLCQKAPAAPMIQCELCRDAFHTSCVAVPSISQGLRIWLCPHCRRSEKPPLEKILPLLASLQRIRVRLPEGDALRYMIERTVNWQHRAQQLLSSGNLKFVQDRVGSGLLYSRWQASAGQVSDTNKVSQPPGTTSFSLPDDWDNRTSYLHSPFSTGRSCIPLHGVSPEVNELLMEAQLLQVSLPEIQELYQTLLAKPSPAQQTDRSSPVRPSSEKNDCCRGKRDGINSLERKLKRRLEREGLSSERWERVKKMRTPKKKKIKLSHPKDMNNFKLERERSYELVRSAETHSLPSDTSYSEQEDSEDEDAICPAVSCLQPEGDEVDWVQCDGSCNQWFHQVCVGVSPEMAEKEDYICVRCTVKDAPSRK
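Compound dilutions met 200 nM (final) KDM5BΔAP for 10 min at room temperature before substrate addition. The substrate mix held 12.5 µM H3K4me3 with cofactors 25 µM α-ketoglutarate and 50 µM Fe²⁺. NADH signal gain over 30 min defined activity.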
An asterisk follows results filed as active; ? = inconclusive; & = joins results of further samples; [ ] = dose if it differs, or a comment. Potency means the concentration at half of the fitted maximal effect.

KDM5B inhibitor | Compound
13% | CC(Oc1ccccc1)C(=O)Nc1nnc(S(=O)(=O)N2CCCCCC2)s1 (stereo unspecified)
-27% | COCC1CN(C(=O)Cc2ccccc2F)CC12CCNCC2 (stereo unspecified)
16% | COc1ccc(Cl)cc1NC(=O)CCC1CCCN(C(=O)Cn2cccn2)C1 (stereo unspecified)
-37% | CCn1cc(CN(C)CC(=O)N2CCCCCC2)ccc1=O
? | COc1ccc(C(=O)c2c(N)c(C(=O)Nc3ccccc3Cl)c3ccccn23)cc1
-8% | O=C(NCc1ccccn1)C1CCCN(C(=O)c2cccc(C(F)(F)F)c2)C1 (stereo unspecified)
-7% | O=C1CSC(=S)N1c1ccc(Cl)c(Cl)c1
35µM* | Cn1ccc(NC(=O)C2(C)CCc3cnc(NCc4ccccc4)nc32)n1 (stereo unspecified)

(list continues)
KDM5B inhibitor | Compound
11% | CCCNC(=O)N1CCCCC1c1noc(COc2ccc(F)cc2)n1 (stereo unspecified)
-23% | CCCCN(CC)CCNC(=O)C1CCN(c2nnc(C)c3c(C)n(-c4ccc(C)cc4)nc23)CC1
11% | COCCn1c(SCC(=O)c2c(N)n(C3CC3)c(=O)[nH]c2=O)nnc1-c1ccc(Cl)cc1
? | CCCOc1ccc(C(=O)Nc2ccc(Cl)c(-c3nc4ncccc4o3)c2)cc1
-7% | Cn1c(=O)n([C@H]2CCCN(C(=O)c3ccn[nH]3)C2)c2ncccc21
2% | CCc1ccc2occ(CC(=O)N(Cc3cccs3)C3CCS(=O)(=O)C3)c2c1 (stereo unspecified)
? | O=C(Oc1ccc(Br)cc1C(=O)/C=C/c1ccccc1F)c1ccco1
7% | Cc1c(CC(=O)NC2CCOC2=O)c2c(n1Cc1ccccc1F)CCCC2=O (stereo unspecified)

Additional entries follow:
KDM5B inhibitor | Compound
11% | Cc1cccc(/C=C(/C(=O)N(C)Cc2ccsc2)c2cccs2)c1
12% | Cc1ccc(C)c(NC(=O)C(Sc2ccccc2)c2ccccc2)c1 (stereo unspecified)
-20% | Cc1cc(=O)n(CC(=O)N2CCCCC2)c2c1c(C)nn2C
28µM* | CN(CCc1cn[nH]c1)c1ccc(-c2nc(-c3ccccc3F)no2)cn1
-4% | Cn1cc(CN2CCCC23CCN(c2ccnc4c(C(F)(F)F)cccc24)CC3)cn1
6% | Cc1ccc(S(=O)(=O)N(CC(=O)N2CCCC2)c2cccc(Cl)c2)cc1
2% | Cc1ccc2cccc(NC(=O)c3ccc(N4CCCCC4)c([N+](=O)[O-])c3)c2n1
? | CN(C)C[C@@H]1CN(c2ncccn2)C[C@H]1NC(=O)COc1ccc(F)cc1

Going on with the list:
KDM5B inhibitor | Compound
? | Cc1cccc(CSc2cn(CC(=O)N3CCCCC3)c3ccccc23)c1
-6% | CCN(CC)C(=O)C1CCCN(Cc2ccc3c(c2)CN(Cc2cc(OC)cc(OC)c2)CCO3)C1 (stereo unspecified)
-3% | COc1ccc(OC)c2[nH]c(C(=O)N3CCC(C(=O)O)CC3)cc12
? | Cc1ccc2c(n1)N(C)[C@H](CO)CCN(Cc1cccc(Cl)c1)C2
-25% | O=C(c1cc(CN2CCOCC2)on1)N1CCC2(CC1)NCCc1c2[nH]c2ccccc12
? | CCc1cccc(NC(=O)c2nn(C)c3c2COc2ccccc2-3)c1
18% | CN1C[C@H](O)C[C@H]1c1nnc2n1CCN(C(=O)C1CCCCC1)CC2
? | O=C(Nc1ccc2oc(-c3cccnc3)nc2c1)c1ccc(-c2ccc(OC(F)(F)F)cc2)o1

Next compounds:
KDM5B inhibitor | Compound
0% | COc1ccccc1C(=O)N1CCCC(n2cc(-c3noc(C)n3)nn2)C1 (stereo unspecified)
24% | CCCCN(C)C(=O)Cn1nc(Cc2ccncc2)c2ccccc2c1=O
-6%[86.2 µM] | CCNC(=O)N[C@H]1[C@H](O)[C@@H](Oc2ccccc2)[C@@H]2OC[C@H]1O2
0% | CCCNC(=S)Nc1ccc(Cl)c(Cl)c1
-11% | Cc1ccc(S(=O)(=O)N2CCCc3cc(NC(=O)c4ccccc4Cl)ccc32)cc1
-22% | CC1Oc2ccc(NC(=O)Nc3ccccc3)cc2CN(Cc2ccccc2)C1=O (stereo unspecified)
40µM* | O=C1c2cc(N3CCOCC3)nc(-c3ccc(F)cc3)c2CN1CC1CC1
-4% | CCN(Cc1ccccc1)C(=O)[C@@]12CCCC[C@H]1N(CCOC)C(=O)CC2

Next section:
KDM5B inhibitor | Compound
-8% | CN(CC(=O)Nc1ccccc1Cl)C(=O)COC(=O)COc1ccc2oc3c(c2c1)CCCC3
-10% | Cc1ccc(Cl)cc1NC(=O)/C(C#N)=C\c1cn(Cc2ccc(F)cc2)c2ccccc12
-10% | Cc1[nH]ncc1CNC(=O)CCC[C@H]1NC[C@@H]2C[C@H]1CN(Cc1ccccc1)C2
-26% | Cc1nn(-c2ccc(F)cc2)c(Oc2ccccc2)c1CCC(=O)NCC1CC1
-32% | CC(C)C1=C/C(=C/c2ccccc2)C(C)/C(=C/c2ccccc2)C1=O (stereo unspecified)
? | CCC(C)c1ccc2oc(-c3ccc(Cl)c(NC(C)=O)c3)nc2c1 (stereo unspecified)
-5% | CC(CNC(=O)c1cc(C2CC2)nc2ccccc12)c1ccccc1 (stereo unspecified)
0% | NC(=O)C1(C(=O)N2CCC(n3nccc3NC(=O)c3ccccc3)CC2)CC1

The list goes on:
KDM5B inhibitor | Compound
22% | O=C(COc1ncnc2ccccc12)Nc1ccc(Cl)c(Cl)c1
? | CCOc1ccccc1N(CC(=O)NCCSc1ccccc1)S(=O)(=O)c1ccccc1
-24% | CCOc1ccccc1CNC(=O)CN1C(=O)CCn2nc(-c3cn(C)c4ccccc34)cc21
-33% | COc1ccc(C#CCNCc2ccc(OC)cc2OC)cc1
5% | N#Cc1cccc(CN2C[C@@H](CO)[C@H](NC(=O)c3ccccc3)C2)c1
-5% | CN(C)CCN1CCC(N2CCN(C(=O)c3ccnn3C)CC2)C1=O (stereo unspecified)
11% | COc1ccc(C(O)Cn2cc([N+](=O)[O-])nc2C)cc1 (stereo unspecified)
-2% | O=C(Cn1ccc([N+](=O)[O-])n1)Nc1nc2ccccc2s1

(more compounds)
KDM5B inhibitor | Compound
8% | CC(=O)N1CCC(C(=O)NCCc2ncc(C)n2C2CCC2)CC1
-22% | O=C(NCc1ccc(CN2CCCC2)cc1)C1CCCCC1
11% | Cc1[nH]c2nc3ccccc3n2c(=O)c1Cc1ccc(Cl)cc1
-18% | CN(C(=O)CSc1cn(CC(=O)N2CCOCC2)c2ccccc12)c1ccccc1
? | COc1ccc2[nH]c3c(c2c1)CCNC31CCN(C(=O)Cn2ccnc2)CC1
-30% | CCn1cc(CN2CCN(C(=O)c3ccoc3)CC2)ccc1=O
-15% | CCc1ccc(NC(=O)Nc2c(NC3CCCCC3)c3ccccc3oc2=O)cc1
-16% | COC(=O)c1sccc1NC(=O)CC1(CC(=O)O)CCCC1

More compounds:
KDM5B inhibitor | Compound
7% | CN(C)[C@@H]1CNCC[C@@H]1CO
? | COC(=O)c1sc(-c2ccccc2)cc1NC(=O)Nc1ccccc1Cl
? | Cc1ccc(-c2cn3cccc(C)c3n2)cc1NS(=O)(=O)c1ccccc1
17% | COC(=O)c1cc(CNC(=O)CCCSc2ccccc2)ccc1OC
32µM* | COCc1nc2nc(-c3ccccc3)c(-c3ccc(OC)cc3)cc2n1C
24% | O=C(NCc1cccc(F)c1)N1CCC(Oc2ncccc2C(=O)N2CCOCC2)C1 (stereo unspecified)
? | Cc1cc(N2CCN(C)CC2)nc2ccc(NC(=O)c3ccc(C(C)(C)C)cc3)cc12
? | COC(=O)c1cc(=O)n2c(sc3ccccc32)c1C#N

Following part:
KDM5B inhibitor | Compound
? | CC(C)(C)c1ccc(C(=O)Nc2ccccc2C(=O)Cc2ccccc2)cc1
22% | CCN(CCOc1ccc(OC)cc1)C(=O)c1cc(S(N)(=O)=O)ccc1C
-9%[86.2 µM] | CC1(C)[C@H](Cc2cc(CC3CCCCC3)on2)C[C@@H]1NC(=O)C1CCCC1
22µM* | O=C(CC1CCCCC1)NC(Cc1ccccc1)C(=O)N1CCN(c2ccccn2)CC1 (stereo unspecified)
? | O=C(O)c1cccc(-c2cc3ccccc3oc2=O)c1
16% | CC(C)N1CCC(NC(=O)c2ccc(-c3ccccc3)cc2)CC1
? | CCOc1ccccc1CNC(=O)c1c(C)noc1-c1cccs1
-10% | CCCCn1c(SCc2cc(=O)oc3cc(C)ccc23)n[nH]c1=O

Other records
KDM5B inhibitor | Compound
-9% | CC1(C)Cc2c(sc3c2c2nc(Cc4ccccc4)nn2c(=O)n3CC(=O)c2ccccc2)CO1
-11% | Cc1cc(C)cc(NC(=O)COC(=O)c2cccc(S(=O)(=O)N3CCc4ccccc43)c2)c1
5% | CC(=O)N1CCCC(c2nc(CCOCC3CC3)no2)C1 (stereo unspecified)
11% | Cn1c(=O)c2c(ncn2CC(=O)N(CCC#N)Cc2ccco2)n(C)c1=O
3% | Cc1noc(-c2ccc(OC(F)(F)F)cc2)c1C(=O)NCCCOC(C)C
-44% | COc1ccc(NC(=O)CN2CCCN(Cc3ccc(Cl)cc3)S2(=O)=O)cc1Cl
14% | Cc1nc([C@H]2CCN(Cc3ccoc3)C[C@H]2NC(=O)C2CCOCC2)n[nH]1
32µM* | Cc1noc2c(-c3cccnc3NC(C)C)cc(-c3ccccc3)nc12

Remaining list, next part.
KDM5B inhibitor | Compound
6% | CN1C(=O)CCC2(CNC(=O)c3ccc(Cn4ccnc4)o3)CCC=C12 (stereo unspecified)
1% | CCNC(=O)N1CCOc2ccc(CCC(=O)NCCOc3ccccc3OC)cc2C1
3% | COc1ccc(C)cc1S(=O)(=O)n1cc(C)nc1-c1ccccc1
? | CC1CCc2c(sc(NC(=O)Cc3ccccc3)c2C(=O)Nc2ccc(Cl)cc2)C1 (stereo unspecified)
? | C[C@H]1[C@@H]2[C@@H](O)C([C@H](C)C(=O)NCc3ccco3)CC[C@@]2(C)CC[C@@H]1NC(=O)CC(C)(C)C (stereo partly specified)
-13% | CN(CC1(C)CCOCC1)C(=O)NC(C)(C)C
? | O=C(CSc1nc2c([nH]c3ccccc32)c(=O)n1-c1ccc(Cl)cc1)c1ccccc1
-8%[86.2 µM] | COc1ccc2nc3n(c2c1)[C@@H](CNCC(C)(C)C)COC3

The final seven records of the section before come first, to join the parts.
KDM5B inhibitor | Compound
1% | CCNC(=O)N1CCOc2ccc(CCC(=O)NCCOc3ccccc3OC)cc2C1
3% | COc1ccc(C)cc1S(=O)(=O)n1cc(C)nc1-c1ccccc1
? | CC1CCc2c(sc(NC(=O)Cc3ccccc3)c2C(=O)Nc2ccc(Cl)cc2)C1 (stereo unspecified)
? | C[C@H]1[C@@H]2[C@@H](O)C([C@H](C)C(=O)NCc3ccco3)CC[C@@]2(C)CC[C@@H]1NC(=O)CC(C)(C)C (stereo partly specified)
-13% | CN(CC1(C)CCOCC1)C(=O)NC(C)(C)C
? | O=C(CSc1nc2c([nH]c3ccccc32)c(=O)n1-c1ccc(Cl)cc1)c1ccccc1
-8%[86.2 µM] | COc1ccc2nc3n(c2c1)[C@@H](CNCC(C)(C)C)COC3
-9% | Cc1ccc(C(c2sc3nc(-c4ccco4)nn3c2O)N2CCC(O)CC2)cc1 (stereo unspecified)
-5% | CC(=O)Oc1ccc(-c2ccc(C(=O)NC34CC5CC(CC(C5)C3)C4)cc2)cc1
-15% | CC(C)c1ccc(-n2nnnc2SCC(=O)N(Cc2ccco2)C2=CCCCC2)cc1
9% | CCOC(=O)N1CCC(NC2CC(=O)N(CCc3ccc(OC)cc3)C2)CC1 (stereo unspecified)
15% | CCn1c(=O)n(CC(=O)N(C)CC(=O)Nc2ccccc2Br)c2ccccc21
8% | CC(=O)c1ccc(NC(=O)C(C)n2nc(-c3ccccc3)ccc2=O)cc1 (stereo unspecified)
? | COc1ccc(N2CCN(C(=O)Cn3cnc4sc(C)c(S(=O)(=O)N5CCC(C)CC5)c4c3=O)CC2)cc1
-15% | Cc1cc(C)c(/C=C/c2onc(C)c2S(=O)(=O)N2CCC(C(=O)NCc3ccco3)CC2)c(C)c1

(more compounds)
KDM5B inhibitor | Compound
5% | Cc1nc(N2CCN(C)CC2)ncc1-c1cc(=O)[nH]c(N2CCc3ccccc3C2)n1
35%&3% | Cc1cccc(-c2cc(C(=O)Nc3cccnc3)c3ccccc3n2)c1
? | O=C(Oc1cc(=O)oc2c1c(=O)n1c3c(cccc23)CC1)c1ccccc1
10% | Cc1c(C)c(C)c(C(=O)O)c(C)c1C
? | COc1cccc(-c2cc3c(=O)n(CCNC(=O)c4cc5ccccc5[nH]4)ccn3n2)c1
-8% | O=C(O)c1cccc(-n2cc(-c3cccc(C(F)(F)F)c3)cn2)c1
17% | Cc1cc(Cl)ccc1S(=O)(=O)N1CC(c2nc(-c3ccncc3)no2)C1
-1% | Cc1ccc2oc(C(=O)Nc3ccc(F)cc3)cc(=O)c2c1

Next section:
KDM5B inhibitor | Compound
-1% | C=CCNC(=S)N/N=C(/C)c1ccncc1
-7% | CCCCCCCc1c(C(=O)O)cc(C)cc1C(=O)O
26% | Cc1ccccc1C(=O)NN=C(C1CC1)C1CC1
14% | COc1cccc(CNC(=O)CCC2CCCN(C(=O)c3ccc(OC)c(F)c3)C2)c1 (stereo unspecified)

Grouped by structure: the compounds so far containing a cyano group
KDM5B inhibitor | Compound
-10% | Cc1ccc(Cl)cc1NC(=O)/C(C#N)=C\c1cn(Cc2ccc(F)cc2)c2ccccc12
5% | N#Cc1cccc(CN2C[C@@H](CO)[C@H](NC(=O)c3ccccc3)C2)c1
? | COC(=O)c1cc(=O)n2c(sc3ccccc32)c1C#N
11% | Cn1c(=O)c2c(ncn2CC(=O)N(CCC#N)Cc2ccco2)n(C)c1=O

Screening results: PubChem, National Center for Advancing Translational Sciences (NCATS)

Only part of the results is shown; rates above refer to the full screens.
